# Yfh1-off respiration: mitochondrial function rescue without frataxin homolog – Friedreich's ataxia, plus single-dose screen, dose response (AID 1465); S. cerevisiae Yfh1-off respiration, WST-1 reduction, 72 h; higher fold induction means a stronger effect; one-dose fold induction at 50 µM; EC50 in µM for titrated hits; 0.074% of 220,000 active;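 active = fold induction of absorbance versus untreated yeast above a set limit, then at least 30% activation at any dose in follow-up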;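 also: activators that raise dye reduction in frataxin-depleted yeast; strong numbers were not always called active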
# XIAP antagonists: small molecules displacing peptide from XIAP – biochemical, IAP family, fluorescence polarization (AID 1018). XIAP BIR domain, fluorescence polarization peptide displacement; higher % means a stronger effect. displacement, % at 20 µM, or IC50 in µM where a hit was titrated. 0.007% of 200,000 active; in the data active = displacement above about 50%; also: a part of the inactive calls stands beside numbers as strong as those of hits
# WT yeast gro inh: growth inhibition of WT yeast, mitochondrial fusion screen. mitochondrial fusion phenotypic screen, WT strain. inhibition, % at 10 µM. 2.1% of 190,000 active; in the data active = inhibition above about 58%; tested in S. cerevisiae
# PMI inhibitors: inhibitors of human PMI, primary screen, biochemical, fluorescence intensity, coupled assay (AID 1209). purified PMI enzyme, coupled fluorescence intensity; higher % means a stronger effect. inhibition, % at 20 µM, or IC50 in µM where a hit was titrated. 0.42% of 190,000 active;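 also: plate controls were DMSO vehicle for no effect and wells lacking substrate for full effect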
# LYP phosphatase: inhibitors of LYP phosphatase, biochemical, fluorescence intensity, uHTS (AID 1779); recombinant LYP phosphatase, fluorescence intensity; higher % means a stronger effect; 0.054% of 290,000 active; one-dose inhibition, % at 11.5 µM; IC50 in µM for titrated hits;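 also: plate controls were vehicle with enzyme for no effect and no enzyme for full effect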
# PMI inhibition: human PMI inhibitors, high substrate, primary screen, biochemical, fluorescence intensity, high mannose 6-phosphate (AID 1220). 0.66% of 190,000 active. recombinant PMI enzyme, coupled fluorescence intensity; higher % means a stronger effect. inhibition, % at 20 µM; hits with a dose series show IC50 in µM
# P. falciparum M1AAP: malaria alanyl aminopeptidase activity blockers – biochemical, fluorogenic H-Leu-NHMec substrate, 1536-well (AID 1445) | inhibition, % at 30 µM; hits with a dose series show IC50 in µM | recombinant M1AAP, H-Leu-NHMec fluorogenic kinetic assay; higher % means a stronger effect | 0.42% of 220,000 active;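 active = primary inhibition above the hit cutoff, then over 50% inhibition at one or more dose response concentrations, cut at about 23% in these data, passing the limit was not always enough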;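 also: plate controls were DMSO full reaction for no effect and no enzyme background for full effect; strong numbers were not always called active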
# TNAP activators: stimulation of alkaline phosphatase TNAP activity – biochemical, luminescent, no phosphate acceptor, uHTS, primary screen (AID 1001) | 0.03% of 200,000 active | purified TNAP, luminescent activation assay, no phosphate acceptor; higher activation fold means a stronger effect | activation fold at 20 µM, or EC50 in µM where a hit was titrated; in the data active = activation fold from about 3, or a potency from the dose series; inactive = the rest, 99 in 100 with activation fold below about 1.6; also: many of its hits are not listed in these tables
# M17LAP inhibition: P. falciparum M17LAP inhibitors, primary screen, biochemical, fluorogenic H-Leu-NHMec substrate, 1536-well (AID 1619); 0.38% of 220,000 active; one-dose inhibition, % at 30 µM; IC50 in µM for titrated hits; recombinant M17LAP, H-Leu-NHMec fluorogenic kinetic assay; higher % means a stronger effect;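 active = compound inhibiting the enzyme by more than half at any dose during confirmatory dose-response retesting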;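 also: plate controls were full reaction with DMSO carrier for no effect and no enzyme background for full effect; strong numbers were not always called active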
# WT yeast gro inh mutant strain: further read-out of WT yeast gro inh, marked with its call; inhibition, %; mitochondrial fusion phenotypic screen, mutant strain inhibition
# * = called active by the depositor; i = inactive; . = not tested or not shown. Rule as the data show it, unless noted: active = inhibition above about 50%; inactive = the rest.
SMILES,Yfh1-off respiration,XIAP antagonists,WT yeast gro inh,WT yeast gro inh mutant strain,PMI inhibitors,LYP phosphatase,PMI inhibition,P. falciparum M1AAP,TNAP activators,M17LAP inhibition
O=C(N/N=C/c1ccccn1)c1cc(-c2cccc3ccccc23)n[nH]1,i,-2.6%,-15,-14,-2%,0%,-2%,-17%,1.5,-11%
O=C1OC2(CCCCC2)OC(=O)C1=CNc1nc2ccccc2s1,i,-7.1%,11,-2,-4%,-6%,-20%,2%,1.1,4%
COc1ccc(Nc2nc(N3CCCCC3)c3ccccc3n2)cc1,i,-1.0%,75*,60*,8%,-3%,10%,-1%,1.1,-3%
Cc1noc(C)c1COC(=O)c1ccc2c(c1)OCO2,i,-2.8%,28,1,6%,-5%,9%,6%,1.1,11%
COc1ccc(NC(=O)C2CC(=O)N/C(=N/NC(=O)c3ccc(Cl)cc3)S2)cc1 (stereo not given),i,.,.,.,.,-3%,.,-4%,.,-3%
CCOC(=O)CNC(=O)c1cccnc1Oc1ccc(Cl)cc1,i,.,.,.,.,-8%,.,5%,.,2%
Cc1cc(C)cc(NC(=O)C2CCCN(c3nccc(C)n3)C2)c1 (stereo not given),i,-3.3%,-12,-9,0%,6%,-9%,0%,1.1,-2%
CCCCn1c(CN2CCN(C(=O)c3ccco3)CC2)nc2c1c(=O)n(C)c(=O)n2C,i,0.7%,-4,-9,2%,-3%,4%,3%,1,13%
CNc1nc(-c2ccc3c(c2)CCN3C(=O)c2ccc(F)cc2)cs1,i,-1.9%,-8,14,6%,9%,44%,8%,1.1,3%
Cc1ccccc1NC(=O)c1nc2nccc(C)n2n1,i,-10%,-11,-9,-15%,-4%,-6%,-1%,1.1,13%
Cc1ccc(N(CC(=O)Nc2c(C)n(C)n(-c3ccccc3)c2=O)S(C)(=O)=O)cc1C,i,2.0%,-13,-3,4%,-6%,3%,-2%,1.1,4%
COc1ccccc1/C=C(/C(=O)NCCCn1ccnc1)c1ccccc1,i,7.1%,-5,-3,-1%,0%,0%,1%,1,-3%
Oc1ccc(/C=N/Nc2ccc(C(F)(F)F)cn2)cc1,i,-2.7%,-6,12,-3%,10%,1%,4%,1,-3%
CC(C(=O)Nc1ccc2c(c1)OCCO2)c1ccc([N+](=O)[O-])cc1 (stereo not given),i,-4.4%,-29,0,5%,-7%,-2%,-3%,0.9,4%
CCCN1Cc2cccc(C(=O)Nc3ccc4c(c3)OCO4)c2C1=O,.,.,5,1,9%,-5%,14%,11%,1.1,-14%
O=C(NC(=S)N1CCN(c2ccccc2)CC1)c1ccc(S(=O)(=O)N2CCOCC2)cc1,i,.,.,.,.,-2%,.,4%,.,12%
Cc1c(Cl)cccc1NC(=S)N(Cc1ccccc1)Cc1cccnc1,i,-2.3%,33,36,-4%,-2%,-7%,7%,1.1,4%
O=C(Nc1ccc(NC(=O)c2cccs2)cc1)c1ccc2c(c1)OCO2,i,.,.,.,.,-5%,.,5%,.,-1%
Clc1ccc(SCCN2CCNCC2)cc1,i,-4.5%,-4,20,16%,-9%,19%,6%,1.1,0%
CC1CCN(c2ccc(NC(=O)c3ccccc3[N+](=O)[O-])cc2)CC1,i,-17%,-4,-7,-3%,-3%,5%,-1%,1.1,4%
COC(=O)c1cccc(NC(=O)CN(c2ccc3c(c2)OCO3)S(C)(=O)=O)c1C,i,-11%,-6,-7,10%,-3%,7%,9%,1.1,0%
COC(=O)c1ccc(C)c(NC(=O)CCNC(=O)c2ccc([N+](=O)[O-])cc2)c1,i,-6.4%,-9,-3,17%,-8%,8%,5%,1.1,-7%
CCN(CC)C(=O)c1sc2nc(-c3cccs3)cc(-c3cccs3)c2c1N,i,.,.,.,.,-1%,.,7%,.,-1%
COc1ccccc1N1CCN(C(=O)c2oc3ccccc3c2C)CC1,.,-6.7%,.,.,-14%,0%,-6%,.,1.1,.
O=P(CO)(Cc1ccccc1)Cc1ccccc1,i,-9.0%,-3,1,0%,-1%,5%,-11%,1,9%
CC12CN3CC(=O)N4CC5(C)CN(CC(C)(C4)C5=O)C(=O)CN(C1)CC(C)(C3)C2=O,i,-3.3%,-2,7,-16%,-6%,-14%,1%,1.2,-7%
C=CCc1c(OC(C)=O)c2ccccc2n(C)c1=O,i,-5.9%,-2,-7,-9%,-2%,-6%,0%,1.1,14%
Cc1ccc(Cn2ncc(C)c2N)o1,i,-4.1%,3,1,4%,-7%,1%,-9%,1,0%
Cc1ccc(NC(=O)N2CCC(C(=O)NCc3ccc(F)cc3)CC2)cc1,i,3.0%,3,2,-1%,-8%,2%,10%,1.2,2%
Cc1c(Cl)cccc1NC(=O)CNC(=O)c1ccc(F)cc1,i,-9.0%,2,9,14%,-4%,11%,-2%,1.1,-13%
O=C(O)c1ccc2c(c1)C(=O)N(NC(=O)c1ccccc1)C2=O,i,-1.4%,8,22,3%,-4%,2%,10%,1.1,-2%
Nc1cc(Cl)ccc1N1C(=O)CCC1=O,i,.,.,.,.,-5%,.,-2%,.,26%
COc1ccc(OC)c(NC(=O)CCC(=O)Nc2nnc(C(F)(F)F)s2)c1,i,-6.6%,5,16,-4%,-3%,2%,-4%,1.1,-4%
O=C(c1cc2nc(C3CC3)cc(C(F)F)n2n1)N1CCOCC1,i,-10%,0,3,8%,5%,1%,9%,1,15%
CC(C)CC(=O)N1CCN(Cc2ccccc2[N+](=O)[O-])CC1,i,-5.3%,-7,-11,12%,-4%,8%,4%,1,1%
CC1(C)CC2CC(C)(CN2C(=S)Nc2ccccc2)C1 (stereo not given),i,-9.6%,35,3,13%,-8%,13%,0%,1.1,-3%

# Look-ups from the results shown.
# WT yeast gro inh, CC1(C)CC2CC(C)(CN2C(=S)Nc2ccccc2)C1 (stereo not given) is entered as 35
# M17LAP inhibition, O=C(c1cc2nc(C3CC3)cc(C(F)F)n2n1)N1CCOCC1 is entered as 15%
# PMI inhibition, CC12CN3CC(=O)N4CC5(C)CN(CC(C)(C4)C5=O)C(=O)CN(C1)CC(C)(C3)C2=O is entered as -14%

# Other structures
SMILES,Yfh1-off respiration,XIAP antagonists,WT yeast gro inh,WT yeast gro inh mutant strain,PMI inhibitors,LYP phosphatase,PMI inhibition,P. falciparum M1AAP,TNAP activators,M17LAP inhibition
COc1ccccc1NC(=O)C(=O)N/N=C/c1ccc([N+](=O)[O-])s1,i,-4.0%,13,22,-25%,-5%,3%,-3%,1,0%
O=C(Nc1ccc(F)cc1F)c1cc2ncc(Br)cn2n1,i,-7.6%,9,-1,13%,1%,3%,-2%,1,0%
CC/C(=N\NC(=O)c1ccncc1)C12CC3CC(CC(C3)C1)C2,i,-0.6%,-10,8,-15%,-4%,-22%,4%,1.1,10%
Cc1cccc(N2C(=O)CC(Cn3nc(C)cc3C)C2=O)c1 (stereo not given),i,.,.,.,.,-9%,.,-2%,.,16%
O=C(CSc1nc2ccc(Nc3nc(N4CCOCC4)nc(N4CCOCC4)n3)cc2s1)NCc1ccco1,i,3.7%,-14,2,-2%,2%,-3%,6%,1.1,10%
Cc1cc2c(OCC(O)CN3CCCC3)cccc2[nH]1 (stereo not given),i,-7.6%,6,-11,0%,-4%,22%,2%,1.1,5%
O=C(Nc1ccc(-c2cn3c(n2)SCC3)cc1)c1ccc2ccccc2n1,i,-5.8%,13,13,5%,1%,4%,8%,0.9,1%
O=C1N/C(=N/c2ccccn2)SC1Cc1ccccc1 (stereo not given),i,-2.5%,-11,-3,-10%,-1%,-5%,-1%,1,0%
O=c1c2oc3ccccc3c2[nH]c(=S)n1-c1ccc(F)cc1,i,-3.6%,27,16,-40%,-2%,-5%,2%,1.1,9%
COc1ccc(CN2CC(C(=O)NCCCOC(C)C)CC2=O)cc1 (stereo not given),i,-4.8%,2,22,9%,-4%,3%,0%,1.1,12%
CCOC(=O)C(Sc1ncn[nH]1)c1ccccc1 (stereo not given),i,-3.3%,-8,-1,1%,-8%,7%,6%,1,24%
Cc1nc(NC(=O)COc2ccccc2)sc1C(=O)Nc1cccc(Cl)c1,i,-11%,-3,-1,7%,0%,9%,1%,1.1,-5%
CCOc1ccc(/C(CC)=N/NC(=O)C2(C)CC2(Br)Br)cc1 (stereo not given),i,-0.8%,10,3,11%,-3%,14%,6%,1,-5%
Cc1cccc(NC(=S)NN2CCN(C)CC2)c1C,i,-4.6%,3,4,-11%,-6%,-8%,-2%,1.2,-4%
CC(=O)N1C(Nc2ccc(Cl)cc2)CCN1c1ccccc1 (stereo not given),i,-7.7%,-13,-51,17%,-2%,21%,1%,1.1,-17%
CCn1c(-c2ccc(F)cc2)cnc1SCC(=O)N1CCCCC1C (stereo not given),i,-0.4%,19,14,9%,0%,12%,4%,1.2,10%
CC(CNC(=O)c1cncc(O)c1)NC(=O)c1cncc(O)c1 (stereo not given),i,-6.8%,-1,-19,-7%,-8%,-15%,8%,1,-12%
Cc1ccc(C)c(NC(=S)NNC(=O)c2csc3c2CCCC3)c1,i,-3.4%,34,27,-3%,-4%,-1%,8%,1.1,-7%
O=C(O)[C@H](Cc1ccccc1)NC(=O)N1CCN(c2ccc(F)cc2)CC1,i,.,.,.,.,-4%,.,6%,.,-10%
CCc1c(C)[nH]c2c(C)cccc2c1=O,i,-0.1%,10,21,1%,2%,-1%,2%,1.1,7%
Cc1cccc(NC(=O)COC(=O)CCc2ccc(S(=O)(=O)N3CCOCC3)cc2)c1C,i,-4.2%,3,12,0%,-15%,7%,8%,1.1,-1%
CC1CCc2nc(NC(=O)c3ccco3)sc2C1 (stereo not given),i,-5.2%,52,40,6%,-5%,2%,-3%,1.1,11%
Cc1ccc(S(=O)(=O)N2CCN(S(=O)(=O)N3CCOCC3)CC2)c(C)c1,i,-3.3%,0,-6,1%,-11%,-8%,6%,1.1,5%
CCOc1ccc(N2C(=O)CC(S/C(N)=N/N=C/c3cccs3)C2=O)cc1 (stereo not given),i,-6.8%,-2,10,14%,-5%,8%,4%,1,6%
Cn1c(SCC(=O)Nc2cccc(C(=O)O)c2)nnc1-c1cc2cc(Br)ccc2o1,i,-3.8%,-20,-8,5%,-5%,10%,2%,1.1,10%
COc1ccc(CC(=O)NC(c2ccccc2)c2ccccc2)cc1S(=O)(=O)N1CCOCC1,i,-4.7%,-6,8,4%,0%,4%,12%,1.2,2%
CN1CCN(Cc2nc3ccccc3c(=O)n2Cc2nc(-c3ccccc3F)cs2)CC1,i,-6.0%,10,10,14%,0%,11%,15%,1.1,2%
C=CCNC(=S)NNC(=O)COc1c(Cl)cc(Cl)cc1Cl,i,-1.1%,67*,30*,-1%,-6%,2%,-8%,1,-1%
CC(C)NC(=O)C1COc2ccccc2O1 (stereo not given),i,-2.0%,-28,-3,4%,-8%,3%,.,1.1,.
CCCCCc1nnc(N)s1,i,2.1%,-15,-13,1%,-7%,-2%,5%,1.2,-3%

# One compound at a time (already shown). Order of screens: Yfh1-off respiration, XIAP antagonists, WT yeast gro inh, WT yeast gro inh mutant strain, PMI inhibitors, LYP phosphatase, PMI inhibition, P. falciparum M1AAP, TNAP activators, M17LAP inhibition
# Cn1c(SCC(=O)Nc2cccc(C(=O)O)c2)nnc1-c1cc2cc(Br)ccc2o1 is listed as i, -3.8%, -20, -8, 5%, -5%, 10%, 2%, 1.1, 10%
# CCOc1ccc(/C(CC)=N/NC(=O)C2(C)CC2(Br)Br)cc1 (stereo not given) is listed as i, -0.8%, 10, 3, 11%, -3%, 14%, 6%, 1, -5%

# Screening results: PubChem BioAssay, several laboratories
